GSTO1 inh – blocks human GSTO1 in RBBP9 counter-screen | P78417 | recombinant GSTO1, activity-based probe fluorescence polarization | inhibition, % at 5.96 µM | hit rate 1.1% among 300,000 | AID 1974;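 active = inhibition above the campaign mean inhibition plus 3 SD, cut at about 35% in these data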;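 note: 0% = GSTO1-1 with DMSO and 100% = wells lacking GSTO1-1 enzyme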
LYPLA1 inh – blocks human lysophospholipase 1, a PME1 counter-screen; recombinant LYPLA1, FP-Rh probe fluorescence polarization; inhibition, % at 5.9 µM; hit rate 0.16% among 320,000;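 active = inhibition above the mean of all tested compounds plus 3 SD, set per campaign, cut at about 14% in these data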;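 note: inhibitors block serine hydrolase probe labeling of LYPLA1 so polarization falls; 0% = enzyme with DMSO and 100% = wells lacking LYPLA1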
PME-1 inh – PME-1 (human) inhibition. recombinant PME-1, FP-Rh probe fluorescence polarization. inhibition, % at 5.9 µM. hit rate 0.53% among 320,000;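 active = inhibition above the campaign mean of all compounds plus 3 SD, cut at about 26% in these data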;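 note: competitive labeling of PME-1 active site by serine hydrolase directed probe; 0% = PME-1 with DMSO and 100% = wells lacking PME-1 enzyme; inhibitors block probe labeling so polarization falls and inhibition rises; many of its hits are not listed in these tables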
PAFAH1B2 inh – PAFAH1B2 (human) inhibition; recombinant PAFAH1B2, FP-rhodamine activity probe, fluorescence polarization; inhibition, % at 3.39 µM; hit rate 1.2% among 340,000;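 active = inhibition above the mean of all tested compounds plus 3 SD, cut at about 24% in these data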;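 note: 0% = enzyme with DMSO and 100% = wells lacking PAFAH1B2; many of its hits are not listed in these tables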
PAD4 FP inh – inhibitors of human PAD4; Q9UM07; recombinant PAD4, RCA probe fluorescence polarization; inhibition, % at 6.36 µM; hit rate 0.41% among 330,000; AID 485272;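 active = percent inhibition above a cutoff equal to the mean of all tested compounds plus 3 SD, cut at about 15% in these data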;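 note: 0% = PAD4 with RCA probe and DMSO and 100% = probe without PAD4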
Target sequence (Q9UM07 whole entry, looked up): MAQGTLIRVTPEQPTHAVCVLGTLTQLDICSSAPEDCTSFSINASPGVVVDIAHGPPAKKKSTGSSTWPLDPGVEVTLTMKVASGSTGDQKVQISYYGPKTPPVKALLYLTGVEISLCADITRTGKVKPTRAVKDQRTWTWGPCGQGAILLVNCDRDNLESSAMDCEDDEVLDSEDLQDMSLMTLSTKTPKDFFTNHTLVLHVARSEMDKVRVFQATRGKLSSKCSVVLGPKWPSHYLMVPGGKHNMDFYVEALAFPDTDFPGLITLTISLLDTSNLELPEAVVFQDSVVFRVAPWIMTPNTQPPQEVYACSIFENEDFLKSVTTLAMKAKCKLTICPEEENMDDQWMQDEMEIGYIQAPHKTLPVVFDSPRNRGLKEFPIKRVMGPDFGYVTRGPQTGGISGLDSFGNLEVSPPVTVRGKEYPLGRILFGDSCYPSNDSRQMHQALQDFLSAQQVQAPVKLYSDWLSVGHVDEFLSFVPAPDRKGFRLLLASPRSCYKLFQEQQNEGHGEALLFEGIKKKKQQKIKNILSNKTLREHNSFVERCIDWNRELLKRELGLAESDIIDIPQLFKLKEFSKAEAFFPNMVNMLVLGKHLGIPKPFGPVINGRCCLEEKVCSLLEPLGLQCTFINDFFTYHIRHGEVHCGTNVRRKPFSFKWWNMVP
PAFAH1B3 inh – inhibitors of human PAFAH1B3; recombinant PAFAH1B3, FP-rhodamine probe, fluorescence polarization; AID 492972; hit rate 0.28% among 340,000; Q15102; inhibition, % at 3.39 µM;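 active = inhibition above the screen-wide average of all tested compounds plus 3 SD, cut at about 25% in these data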;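 note: 0% = enzyme with DMSO only and 100% = wells lacking PAFAH1B3 protein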
Target sequence (Q15102 whole entry, looked up): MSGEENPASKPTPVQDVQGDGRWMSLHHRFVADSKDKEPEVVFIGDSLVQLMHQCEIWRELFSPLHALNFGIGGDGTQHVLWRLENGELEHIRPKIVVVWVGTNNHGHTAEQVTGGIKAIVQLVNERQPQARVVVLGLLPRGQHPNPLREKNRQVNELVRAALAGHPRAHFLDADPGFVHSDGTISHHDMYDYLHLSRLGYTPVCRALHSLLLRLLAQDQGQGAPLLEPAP
PAFAH2 inh – inhibitors of human PAFAH2; Q99487; recombinant PAFAH2, FP-rhodamine activity probe, fluorescence polarization; inhibition, % at 3.39 µM; hit rate 0.99% among 340,000; AID 492956;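 active = inhibition above the mean over all tested compounds plus 3 SD, cut at about 30% in these data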;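 note: inhibitors block probe labeling of enzyme so polarization drops; 0% = enzyme with DMSO and 100% = wells lacking PAFAH2 protein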
Fam108B counter – counter-screen for RBBP9 inhibitors: inhibitors of mouse Fam108B; inhibition, % at 9.51 µM; hit rate 0.33% among 300,000; recombinant Fam108B, FP-Rh probe fluorescence polarization;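 active = inhibition above the screen mean inhibition plus 3 SD, computed separately per campaign, cut at about 18% in these data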;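 note: inhibitors lower polarization as less probe binds the enzyme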
pPAFAH inh – inhibitors of human plasma PAF acetylhydrolase (pPAFAH); Q13093; recombinant pPAFAH, FP-rhodamine probe fluorescence polarization; inhibition, % at 3.39 µM; hit rate 1.5% among 330,000; AID 463082;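 active = inhibition above the mean inhibition across the screen plus 3 SD, cut at about 25% in these data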;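 note: inhibitors block binding of the rhodamine activity-based probe so polarization drops; 0% = enzyme with DMSO and 100% = wells lacking pPAFAH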
The depositor's hits bear a star; nt = not tested or not shown; & = joins results of further samples. Only part of the results is shown, so the mix of outcomes need not match the whole.

smiles,GSTO1 inh,LYPLA1 inh,PME-1 inh,PAFAH1B2 inh,PAD4 FP inh,PAFAH1B3 inh,PAFAH2 inh,Fam108B counter,pPAFAH inh
Cn1c(=O)c2nc(-c3ccccc3)oc2c2ccccc21,-2,-3,-4,0,-1,0,13,2,1
CCOc1ccc(C(=O)NC(=S)Nc2ccccc2N2CCC(C)CC2)cc1[N+](=O)[O-],3,-1,-5,-2,-3,-5,-24,-11,3
COc1ccccc1NC(=O)Cc1cccc2ccccc12,0,1,9,2,-4,6,-3,-3,0
O=C(O)c1ccc(C(=O)c2ccc3c(c2)C(=O)N(CC2CCCO2)C3=O)cc1 (stereo not drawn),-8,-2,-3,-1,-1,-8,-9,0,0
O=C(OCC(=O)N1CCCc2ccccc21)c1cc(S(=O)(=O)N2CCOCC2)ccc1F,-1,0,2,4,-1,0,7,2,7
COc1ccc(OC)c(Cc2nnc(CCC(=O)N3CCCCC3c3nccs3)o2)c1 (stereo not drawn),6,-1,0,7,1,6,-2,-3,2
CCOC(=O)CC(NC(=O)Cn1nnc(-c2ccccc2C)n1)c1ccc(OC)cc1 (stereo not drawn),5,3,-5,nt,1,nt,nt,0,-2
CNC(=O)COc1ccc(S(=O)(=O)Nc2ccccc2)cc1,3,0,-6,0,-3,0,5,5,20
C/C(=N/NS(=O)(=O)c1ccc(Cl)cc1)c1cccc(NC(=O)c2ccncc2)c1,-1,3,3,4,-3,1,0,5,-5
COC(=O)CSc1nnc(CNC(=O)c2ccc(S(=O)(=O)N3CCOCC3)cc2)n1C,0,2,13,1,-2,-4,4,1,-8
COc1ccc(NC2=NC(=S)N(c3ccccc3C)C23CCCCC3)cc1,6,-1,-9,10,-4,3,-8,-2,8
Cc1ccc(NC(=O)CNc2cccc(C)c2C)c(C)c1,-1,-1,1,0,4,8,-1,3,5
COc1ccc(NS(=O)(=O)c2cccc(C(=O)NNC(=O)CNC(=O)c3ccco3)c2)cc1,5,0,-4,2,1,2,-2,3,11
CCOc1cc(S(=O)(=O)NCc2ccc3c(c2)OCO3)ccc1F,5,0,-1,5,1,4,0,0,12
O=C(/C=C/c1ccc(OC2CSC2)cc1)c1ccccc1,-16,-4,-9,0,-2,-7,2,-11,2
C[C@H](CO)N1C[C@H](C)[C@@H](CN(C)C(=O)Nc2ccc(C(F)(F)F)cc2)Oc2c(NC(=O)Nc3ccccc3)cccc2C1=O,nt,nt,nt,57*,1,-9,-9,nt,1
CCc1ccc(NC(=O)C(=O)N/N=C(\C)CC(=O)Nc2ccccn2)cc1,2,2,-2,4,-2,6,-2,-1,5
CC(C)NC(=O)c1ccc(-n2nc(C(F)(F)F)c3c2CCCC3)cc1,-4,3,-2,-1,-6,-8,-3,-8,0
NC(=O)c1ccsc1NC(=O)COC(=O)CNC(=O)c1cccc([N+](=O)[O-])c1,nt,1,-1,9,2,6,4,nt,6
CC(Oc1ccc(Br)cc1)C(=O)N1CCC(C(N)=O)CC1 (stereo not drawn),4,-3,-2,1,2,2,-5,6,-4
Cc1ccc(C2CN(C)C3(C(=O)Nc4ccccc43)C23COc2ccccc2C3=O)cc1 (stereo not drawn),4,-2,-7,0,1,0,-7,0,1
CCOc1ccc(S(=O)(=O)Nc2cc(OC)ccc2OC)cc1,0,-1,-2,1,4,8,0,3,-1
CC1(COS(N)(=O)=O)CCCCC1,0,2,2,35*,0,12,11,-4,2
O=C(O)c1cc(-c2ccc(O)cc2)on1,-1,-1,2,-5,-25,-4,-1,2,-2
CCOC(=O)CSc1nnc(-c2ccc(OC)cc2)n1CC,2,-3,1,1,-3,2,-1,0,4
Cc1cccc(/C=C/c2onc(C)c2S(=O)(=O)N2CCC(C(=O)N3CCCCC3)CC2)c1,-11,-2,7,2,1,4,2,-2,5
O=C(NCCC1CCCCN1S(=O)(=O)c1ccccc1)C(=O)NCc1ccccc1 (stereo not drawn),-8,-2,-4,15,2,13,3,1,2
Cc1ccc(N(C)C(=O)N2CCN(c3ccccn3)CC2)cc1,-2,-1,-1,1,-2,6,4,9,9
CCN(CC(=O)NC(C)C)C(=O)c1ccc(Cl)cc1,-2,-1,-2,4,0,6,-8,-1,-4
COc1ccc(C)cc1NC(=O)c1cc(S(=O)(=O)N2CCC3(CC2)OCCO3)ccc1F,3,-2,4,-3,-1,1,10,0,4
CNC(=O)c1[nH]cnc1C(=O)Nc1cccc(Cl)c1,nt,1,2,3,-1,2,4,nt,-1
C=CCc1c(C)nc(SCCC)[nH]c1=O,-1,0,3,-1,2,0,2,0,1
CC(C)COC(=O)N1CCCC1C(=O)O (stereo not drawn),-4,1,3,0,1,13,-6,-3,1
COCC(=O)N(C)C[C@H]1N[C@@](Cc2ccccc2)(C(=O)OC)[C@H]2C(=O)N(Cc3ccccc3)C(=O)[C@@H]12,nt,nt,nt,3,-3,8,0,nt,0
CCOC(=O)N1CCN(C(=O)CSCc2ccccc2)CC1,5,-1,-2,0,1,9,4,1,3
CCC/C(C#Cc1cc(OC)cc(OC)c1)=C1/c2ccccc2C(=O)N1c1ccccc1,nt,nt,nt,-2,1,0,-9,nt,0
CCOc1ccc(N2C(=O)C3CC(C)=C(C)CC3C2=O)c([N+](=O)[O-])c1 (stereo not drawn),8,0,-4,2,-4,7,8,4,2
CCOc1ccccc1NC(=O)c1ccc(C(=O)Nc2ccccc2OCC)nc1,3,-3,7,5,-4,4,-2,2,3
CCOC(=O)c1ccccc1NC(=O)CSc1nc2[nH]ncc2c(=O)[nH]1,8,1,1,-1,-6,14,1,-3,-1
O=C(c1ccc(S(=O)(=O)c2cccc(Cl)c2)c([N+](=O)[O-])c1)N1CCN(c2ccccn2)CC1,28,4,7,4,-2,11,17,2,7
COc1ccc2c(c1OC)C(=O)OC2C1c2c(cc3c(c2OC)OCO3)CCN1C (stereo not drawn),14&6&-4,-4&1&0,-3&6&-7,-4&0&0,0&3&-1,4&12&11,-1&2&-1,-5&2&-3,0&3&-4
CCOc1ccc(Nc2cc(Nc3ccccc3OCC)nc(C=C(C#N)C#N)n2)cc1,6,1,4,3,4,8,-4,-2,-3
CCCOc1ccc(NC(=O)C2CC(=O)N/C(=N/N=C(C)/C=C/c3ccc(N(C)C)cc3)S2)cc1 (stereo not drawn),-4,-6,13,5,2,11,9,6,24
O=C(CN1C(=O)c2ccccc2S1(=O)=O)NCCc1ccc(F)cc1,nt,nt,nt,10,-1,11,-1,nt,2
CCCN(CC(=O)Nc1ccccc1OC)C(=O)CSC(=S)N1CCCC1,nt,0,-4,10,-3,7,4,nt,-3
Cc1ccc(S(=O)(=O)NCC(=O)OCC(=O)N2CC(=O)Nc3ccccc32)cc1,nt,nt,nt,8,-4,6,9,nt,3
O=C(c1ccc2c(=O)n(CCc3ccccc3)c(=O)[nH]c2c1)N1CCN(c2ccc(F)cc2)CC1,-1,-2,5,2,-1,5,7,-1,4
O=C(NCCCNc1ccc([N+](=O)[O-])cc1)C(F)(F)F,-1,-8,-9,4,5,-1,4,1,-4
Cc1cc(C(=O)NC2CCC(O)CC2)c(C)o1 (stereo not drawn),nt,nt,nt,8,-5,12,1,nt,1
CS(=O)(=O)c1ccc2nc(NC(=O)c3ccco3)sc2c1,3,-4,-2,0,-2,0,-1,0,3
CCn1ncc([N+](=O)[O-])c1C(=O)Nc1nc2cccc(C)c2s1,-2,-2,-1,-1,5,5,20,11,0
O=C(O)C1=C[C@@H](c2ccc(C(F)(F)F)cc2)C[C@@H](OCc2ccc(CO)cc2)O1,2,-2,-5,15,-1,-1,-2,0,0
COc1cc(C(=O)COC(=O)c2cnc(C)cn2)ccc1OC(F)F,3,-2,2,3,-3,4,0,-1,-8
COCCn1c(SCC(=O)Nc2ccccc2OC)nc2c(oc3ccccc32)c1=O,-3,-1,0,8,-4,0,9,-1,5
O=[N+]([O-])c1cccc(/C=N\N=C2c3ccccc3-c3ccccc32)c1O,2,1,9,0,0,2,9,3,23
O=C(NC1CC1)c1cc(OCC(F)(F)F)ccc1OCC(F)(F)F,13,-1,-2,-1,1,1,-2,1,2
CC(C)(C)c1ccc(-c2nc3c(C#N)c(-c4ccc5c(c4)OCO5)ccn3n2)cc1,-6,-1,-6,0,3,-2,-2,-4,0
CCN1CCN(c2ccc(NC(=O)c3ccco3)cc2Cl)CC1,1,1,8,1,3,-1,5,-1,-3
CCCCCCOC(=O)C(C#N)c1nc2ccccc2nc1N1CCCCC1 (stereo not drawn),-8,-5,10,0,1,-2,-1,-4,6
CCCOc1ccc(N2C(=O)CC(NCc3cccs3)C2=O)cc1 (stereo not drawn),6,3,-7,2,3,7,-4,0,8

The listing continues:
smiles,GSTO1 inh,LYPLA1 inh,PME-1 inh,PAFAH1B2 inh,PAD4 FP inh,PAFAH1B3 inh,PAFAH2 inh,Fam108B counter,pPAFAH inh
O=C(CCCCCn1c(=O)[nH]c2ccsc2c1=O)NCc1ccc2c(c1)OCO2,4,-3,4,1,6,15,-8,4,5
NC(=O)c1cc([N+](=O)[O-])ccc1N1CCCCC1,3,-1,4,5,1,3,1,-9,-5
CC(C)COc1cccc(C(=O)NC2(C)CCS(=O)(=O)C2)c1 (stereo not drawn),3,-2,-7,6,-2,10,-6,-1,1
Cn1c(Cn2nnc3ccccc32)nnc1SCC(=O)N1c2ccccc2Sc2ccccc21,5,-4,-6,1,-2,5,5,0,-3
Cc1ccsc1/C=N/NC(=O)c1nnn(-c2nonc2N)c1C(C)C,0,-3,0,6,-3,3,-2,-3,3
CCn1c(C(=O)NC(C)c2ccc3c(c2)OCCO3)cc2sccc21 (stereo not drawn),1,2,7,-1,2,1,0,0,3
Cc1ccc(Oc2ncccc2C(=O)NCC(=O)O)cc1,-13,3,4,-3,1,3,-10,3,-3
CCNS(=O)(=O)c1ccc(CCC(=O)NCc2ccccc2)cc1,0,-3,3,1,0,7,2,-1,-1
COc1ccc(-c2noc(CCC(=O)N3CCN(c4cccc(C)c4)CC3)n2)cc1,nt,nt,nt,4,-3,6,0,nt,3
O=C(Nc1cc(C(F)(F)F)ccc1N1CCOCC1)c1cncc(Br)c1,-2,0,-1,6,-2,3,1,1,1
Cc1ccccc1Nc1nc(N)nc(COC(=O)CCNS(=O)(=O)c2ccccc2)n1,-10,1,-1,3,4,-2,5,9,28*
COc1ccccc1C(c1c(N)n(C)c(=O)n(C)c1=O)C(C)[N+](=O)[O-] (stereo not drawn),6,-2,-6,nt,5,nt,nt,-1,0
CC(C)c1ccc(NC2CCCN(C(=O)c3ccco3)C2)cc1 (stereo not drawn),-2,1,4,2,2,0,-2,-3,6
CCn1c(=O)[nH]c2cc(C(=O)N3CCN(c4ccccc4)CC3)ccc2c1=O,-4,0,-1,-3,0,0,-3,5,7
Cc1c(NC(=S)N/N=C/C=C/c2ccccc2)c(=O)n(-c2ccccc2)n1C,1,-1,-7,2,-1,11,7,-3,6
O=C(COC(=O)c1ccc(S(=O)(=O)N2CCCCC2)cc1)Nc1ccccc1,nt,-3,-6,1,2,1,1,nt,6
COc1ccc(C)cc1NC(=S)NC(C)c1ccc(OC)c(OC)c1 (stereo not drawn),0,0,0,6,4,13,-8,6,2

Source: PubChem
